# Assay outcomes (PubChem)
# HTT cytoprotect = cytoprotection in Huntington HTT-Q103 PC12 cell model. PC12 HTT-Q103 induced, cytoprotection, ATP luminescence, 40 h. Potency, µM (doses to about 56.4 µM), without a hit: cytoprotection (ATP increase), usual class: activators. 230,000 tested, 0.14% active;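 further: potency means the concentration at half of the fitted maximal effect; % of control where 0% means no effect; nearly all actives have a fitted effect of over 45% in size; toxic huntingtin expression switched on by the ecdysone agonist tebufenozide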
#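 Quantitative HTS on tebufenozide-induced (100 nM) PC12 cells expressing HTTQ103 exon 1–GFP; compounds tested as a concentration series; survival measured via cellular ATP.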
# HttQ103 aggreg = reduces HttQ103-GFP aggregates in PC12 cells; PC12 HttQ103-GFP aggregates, Acumen cytometry, 40 h; AID 1688; Potency, µM (doses to about 46.1 µM), without a hit: at the highest dose activity change, negative = inhibition, actives largely listed as inhibitors; 220,000 tested, 1.1% active; further: potency means the concentration at half of the fitted maximal effect; on the % scale 0 is the no-effect control and ±100 the full control effect; nearly all actives have a fitted effect of over 60% in size
#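 Quantitative HTS on tebufenozide-induced (100 nM) PC12 cells stably expressing polyQ103 Huntingtin exon 1–GFP. Reduction of bright GFP aggregates, detected by laser scanning cytometry after lysis, identified actives across the titration.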
# Lamin A splicing = changes lamin A minigene splicing in HeLa cells. HeLa LMNA splicing GFP/RFP minigene ratio, 48 h. Potency, µM (top dose mostly 46.1 µM), for the others: top-dose ratio change, negative = inhibition, hits mostly inhibitors. 200,000 tested, 0.01% active; active means well fitted inhibition curve with a large enough effect in the signal ratio, with a control signal flat, not every such curve was filed as active; inconclusive means small, poorly fitted or top-dose-only effect, or effect the other way, or a change in a side signal; the % refers to the signal ratio; further: potency means the concentration at half of the fitted maximal effect; on the % scale 0 is the no-effect control and ±100 the full control effect
#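 S3 HeLa stable clones carrying a lamin A-EGFP splicing minigene plus DsRed2 were seeded at 600 cells/well in Opti-MEM with 2% FBS, pin-dosed and incubated 48 h at 37°C. Acumen cytometry (488 nm) gave the GFP/RFP total-intensity ratio.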
# IMPase Li inh = cell-permeable IMPase inhibitors with lithium potentiation | CHO-M1 cells, IP1 TR-FRET (IP-One), carbachol + lithium | Potency, µM (highest dose often 59.4 µM), without a hit: top-dose activity, negative = IMPase inhibition, hits mostly inhibitors | 210,000 tested, 0.35% active;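 further: IP1 builds up when IMPase is blocked and the TR-FRET signal falls; potency means the concentration at half of the fitted maximal effect; plate controls were basal vehicle for no effect and high inhibitor control for full effect; nearly all actives have a fitted effect of over 50% in size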
#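 Concentration–response in CHO-M1 cells, lithium-potentiated; 30 min at 37C. IP1 detected by competitive TR-FRET after 10 min lysis at RT. Hill-fitted AC50.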
# CBFb-RUNX1 inh = CBF-beta/RUNX1 interaction disruption | Q01196+Q13951 | AlphaScreen CBFb-His/RUNX1-biotin binding, biochemical | Potency, µM (doses to about 59.8 µM), for inactives: top-dose activity, negative = inhibition, actives largely listed as inhibitors | 230,000 tested, under 10 active; further: % of control where 0% means no effect
# Target sequence (Q01196 whole entry, looked up): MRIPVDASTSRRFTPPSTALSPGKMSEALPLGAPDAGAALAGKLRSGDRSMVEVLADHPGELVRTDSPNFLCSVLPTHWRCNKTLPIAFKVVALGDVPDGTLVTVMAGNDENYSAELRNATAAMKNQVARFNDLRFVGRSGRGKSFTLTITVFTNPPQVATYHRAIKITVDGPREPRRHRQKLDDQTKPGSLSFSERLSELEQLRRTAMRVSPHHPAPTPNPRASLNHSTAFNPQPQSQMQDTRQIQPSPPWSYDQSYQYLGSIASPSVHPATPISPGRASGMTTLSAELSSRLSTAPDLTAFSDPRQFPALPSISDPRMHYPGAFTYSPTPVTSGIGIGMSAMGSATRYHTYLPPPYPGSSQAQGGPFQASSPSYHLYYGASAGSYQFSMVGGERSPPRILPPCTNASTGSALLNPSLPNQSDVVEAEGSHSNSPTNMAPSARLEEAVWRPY
# Target sequence (Q13951 whole entry, looked up): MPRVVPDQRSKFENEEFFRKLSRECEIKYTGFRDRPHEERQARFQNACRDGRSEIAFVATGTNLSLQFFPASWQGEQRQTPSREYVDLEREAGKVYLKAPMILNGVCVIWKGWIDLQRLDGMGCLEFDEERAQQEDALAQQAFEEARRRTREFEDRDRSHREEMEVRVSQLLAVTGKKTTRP
#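 Read-out: AlphaScreen. Format: His-CBF-beta with biotinylated RUNX1 (30 nM each) preincubated 20 min, compound 15 min, Ni-chelate plus streptavidin beads 90 min; room temperature throughout.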
# Luc counter = Kinase-Glo luciferase inhibition (counter-screen); Kinase-Glo luciferase, ATP luminescence, 8 min; Q27757; Potency, µM (highest dose often 38.3 µM), for the others: at the highest dose activity change, negative = inhibition, usual class: inhibitors; 200,000 tested, 0.28% active; further: potency means the concentration at half of the fitted maximal effect; on the % scale 0 is the no-effect control and ±100 the full control effect; nearly all actives have a fitted effect of over 60% in size
#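 Kinase-Glo luciferase light output from ATP and luciferin was measured with 10 uM ATP, within the enzyme's linear range. Buffer: 50 mM imidazole pH 7.2, 50 mM KCl, 7 mM MgCl2, 0.01% Tween 20, 0.05% BSA; luminescence read after 8 min at ambient temperature.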
# SMN2 splice enh = enhancers of SMN2 splice variant expression; Potency, µM (series often up to 46.1 µM), for the others: at the highest dose activity change, positive = activation, hits mostly activators; 210,000 tested, 2.8% active; HEK293 SMN2-luciferase splicing reporter, luminescence, 30-36 h; further: potency means the concentration at half of the fitted maximal effect; % of control where 0% means no effect; nearly all actives have a fitted effect of over 55% in size
#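 HEK293 cells carry an SMN2 […]–luciferase reporter in which exon 7 inclusion puts luciferase in frame. Cells were plated 10-12 h before compound addition, then incubated 30-36 h at 37C. ONE-Glo luminescence was read; sodium butyrate at 4.5 mM final served as control.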
# * = called active by the depositor; ? = inconclusive; · = no result given; [ ] = remark or other dose. Unless noted, the call rests on the fitted dose curve; in most records, active means well fitted curve in the direction sought with a large enough effect; inconclusive means small, poorly fitted or top-dose-only effect, or another doubt; inactive means no such curve, though single readings can be large; an effect the other way counts as inactive or inconclusive. An unsorted share of the library (roughly 4% active in at least one column).
item	SMILES	HTT cytoprotect	HttQ103 aggreg	Lamin A splicing	IMPase Li inh
1	Cc1ccc(C(=O)C(C)Oc2cccc(NC(=O)c3ccco3)c2)cc1 (centres undefined)	7%[10 µM]	-32%	?	13%
2	COCCNc1oc(-c2ccccc2Cl)nc1C#N	-19%	?	4%	-17%[38.3 µM]
3	COc1ccc(NC(C)=O)c(C)c1	0%	-1%	26%[46 µM]	0%
4	Cn1cccc1Cc1nnc(SCC(=O)N2CCCC2)n1CCc1ccccc1	-10%	24%	5%	-11%[38.3 µM]
5	CC1CCCCC1NC(=O)c1cn(C)c2ccc(S(=O)(=O)N3CCCC3)cc2c1=O (centres undefined)	6%	4%	9%	1%[38.3 µM]
6	O=CNNC(=O)c1cccc([N+](=O)[O-])c1	11%[10 µM]	-4%	-11%	-1%
7	N=c1sccn1CC(=O)Nc1cccc(S(N)(=O)=O)c1	5%[10 µM]	2%[9.22 µM]	·	·
8	Cc1cc2oc(=O)cc(CN3CCN(C/C=C/c4ccccc4)CC3)c2cc1O	-130%[inhibitor]	?	?	4%[38.3 µM]
9	N#CCCN(C(=O)COc1ccc(Br)cc1F)c1ccc(F)cc1	-45%[inhibitor]	7%	·	-2%
10	CCOC(=O)Cc1csc(NC(=S)NC(=O)c2ccccc2C)n1	-54%[inhibitor]	-2%	0%	13%[38.3 µM]
11	Cc1cc(OCc2ccc(C(=O)NN=C3CCCC3)cc2)ccc1Cl	-42%[0.074 µM]	0%	?	-7%
12	CCOC(=O)CC1C(=O)NCCN1C(=S)Nc1ccccc1 (centres undefined)	·	9%	-7%	-2%
13	NC(=O)/N=N/C(N)=O	-2%	·	·	-7%
14	COc1cc(CC(NC(C)=O)C(=O)NC2CCN(c3c4c(nc5ncnn35)CCC4)CC2)cc(OC)c1 (centres undefined)	7%[10 µM]	14%[9.22 µM]	·	4%
15	COC(=O)CN(Cc1ccccc1)S(=O)(=O)c1ccc(OC)c(OC)c1	-13%	-17%	-1%	·

item	CBFb-RUNX1 inh	Luc counter	SMN2 splice enh
1	-2%	0%	0%
2	2%	0%	0%
3	5%	-1%	-3%
4	-1%	4%	-22%
5	12%	1%	?
6	3%	5%	-6%
7	-3%	·	·
8	-4%	-5%	-11%
9	7%	-3%	-3%
10	2%	-4%	3%
11	-13%	2%	24%
12	15%	4%	-3%
13	10%[21.7 µM]	·	-10%
14	0%	-3%	-7%
15	5%	0%	·

# Some of these compounds in order of number of heavy atoms, falling.
item	SMILES	HTT cytoprotect	HttQ103 aggreg	Lamin A splicing	IMPase Li inh
14	COc1cc(CC(NC(C)=O)C(=O)NC2CCN(c3c4c(nc5ncnn35)CCC4)CC2)cc(OC)c1 (centres undefined)	7%[10 µM]	14%[9.22 µM]	·	4%
5	CC1CCCCC1NC(=O)c1cn(C)c2ccc(S(=O)(=O)N3CCCC3)cc2c1=O (centres undefined)	6%	4%	9%	1%[38.3 µM]
4	Cn1cccc1Cc1nnc(SCC(=O)N2CCCC2)n1CCc1ccccc1	-10%	24%	5%	-11%[38.3 µM]
1	Cc1ccc(C(=O)C(C)Oc2cccc(NC(=O)c3ccco3)c2)cc1 (centres undefined)	7%[10 µM]	-32%	?	13%
11	Cc1cc(OCc2ccc(C(=O)NN=C3CCCC3)cc2)ccc1Cl	-42%[0.074 µM]	0%	?	-7%
10	CCOC(=O)Cc1csc(NC(=S)NC(=O)c2ccccc2C)n1	-54%[inhibitor]	-2%	0%	13%[38.3 µM]
12	CCOC(=O)CC1C(=O)NCCN1C(=S)Nc1ccccc1 (centres undefined)	·	9%	-7%	-2%
7	N=c1sccn1CC(=O)Nc1cccc(S(N)(=O)=O)c1	5%[10 µM]	2%[9.22 µM]	·	·
2	COCCNc1oc(-c2ccccc2Cl)nc1C#N	-19%	?	4%	-17%[38.3 µM]
6	O=CNNC(=O)c1cccc([N+](=O)[O-])c1	11%[10 µM]	-4%	-11%	-1%
3	COc1ccc(NC(C)=O)c(C)c1	0%	-1%	26%[46 µM]	0%
13	NC(=O)/N=N/C(N)=O	-2%	·	·	-7%

item	CBFb-RUNX1 inh	Luc counter	SMN2 splice enh
14	0%	-3%	-7%
5	12%	1%	?
4	-1%	4%	-22%
1	-2%	0%	0%
11	-13%	2%	24%
10	2%	-4%	3%
12	15%	4%	-3%
7	-3%	·	·
2	2%	0%	0%
6	3%	5%	-6%
3	5%	-1%	-3%
13	10%[21.7 µM]	·	-10%

# (cont.)
item	SMILES	HTT cytoprotect	HttQ103 aggreg	Lamin A splicing	IMPase Li inh
16	C[C@H](NC(=O)c1nc[nH]c1C(=O)NC(c1ccccc1)c1ccccc1)C(=O)OC(C)(C)C	-19%[10 µM]	-14%[9.22 µM]	·	24%
17	CC(C)Sc1nnc(NC(=O)C2CC2)s1	1%	-20%	?	9%[38.3 µM]
18	COc1ccc(C(=O)CCNc2ccc(F)cc2)cc1	2%[10 µM]	3%[9.22 µM]	·	·
19	N#Cc1nc(Cc2cccc3ccccc23)oc1NCCN1CCOCC1	-11%	-3%	-12%	19%[38.3 µM]
20	CC(C)(C)NC(=O)NC(=O)COC(=O)Cc1coc2ccc3ccccc3c12	-3%[1.9 µM]	11%	-18%	17%
21	CCOCC(=O)Nc1ccc(Br)c(C)c1	-16%[1.9 µM]	18%[9.22 µM]	-5%[46 µM]	-3%
22	Cc1sc(NC(=O)/C=C/c2ccc(C(C)C)cc2)c(C#N)c1C	-53%[inhibitor]	16%	7%	-5%[38.3 µM]
23	Cc1ccc(NC(=S)NNC(=O)Cn2nc(C(F)F)cc2C(F)F)cc1	·	14%	8%	-4%
24	O=C(CN(c1ccc(F)cc1)S(=O)(=O)c1ccccc1)NCCSC1CCCCC1	30%[10 µM]	1%	?	8%
25	O=C(CN1C(=O)CC(c2ccccc2)Sc2ccccc21)NCC1CCCO1 (centres undefined)	9%	-13%	·	-6%
26	O=C(NCCCN1CCCC1=O)c1cccc(C(F)(F)F)c1	3%	-20%	-10%	26%[38.3 µM]
27	CCCCNC(=S)NC(=O)c1ccc([N+](=O)[O-])cc1	-5%	8%	16%	2%[38.3 µM]
28	C/C(CCc1ccccc1)=N\NC(=O)c1ccc(CN2CCOCC2)cc1	-50%[inhibitor]	20%	11%[46 µM]	1%
29	O=C(NC1(C(F)(F)F)N=C(c2ccccc2)NC1=O)c1ccccc1 (centres undefined)	5%[10 µM]	-8%	-20%	8%
30	O=C(c1ccccc1Cl)N1N=C(c2ccc(Br)cc2)CC1c1nc2ccccc2[nH]1 (centres undefined)	-49%[inhibitor]	?	?	14%[38.3 µM]

item	CBFb-RUNX1 inh	Luc counter	SMN2 splice enh
16	-12%	·	·
17	16%	-5%	?
18	10%	·	·
19	-4%	-1%	58%
20	-17%	0%	13%
21	1%	1%	6%
22	-1%	0%	-5%
23	2%	-3%	12%
24	2%	3%	-28%
25	10%	2%	-15%
26	1%	-5%	·
27	-20%	-2%	-17%
28	-10%	-1%	-10%
29	-4%	1%	-9%
30	-2%	1%	-22%

# Part of the list above in order of heavy-atom count, highest first.
item	SMILES	HTT cytoprotect	HttQ103 aggreg	Lamin A splicing	IMPase Li inh
24	O=C(CN(c1ccc(F)cc1)S(=O)(=O)c1ccccc1)NCCSC1CCCCC1	30%[10 µM]	1%	?	8%
19	N#Cc1nc(Cc2cccc3ccccc23)oc1NCCN1CCOCC1	-11%	-3%	-12%	19%[38.3 µM]
27	CCCCNC(=S)NC(=O)c1ccc([N+](=O)[O-])cc1	-5%	8%	16%	2%[38.3 µM]

item	CBFb-RUNX1 inh	Luc counter	SMN2 splice enh
24	2%	3%	-28%
19	-4%	-1%	58%
27	-20%	-2%	-17%

# (continued)
item	SMILES	HTT cytoprotect	HttQ103 aggreg	Lamin A splicing	IMPase Li inh
31	CCn1c(=N)c(S(=O)(=O)c2ccccc2)cc2c(=O)n3ccccc3nc21	-4%[10 µM]	-5%[9.22 µM]	·	8%
32	CC(C)OC(=O)c1nnc(Cc2ccc(F)cc2)o1	-25%	-2%	-5%	9%[38.3 µM]
33	COc1ccc(Cc2nc(-c3cccc(C)c3)no2)cc1	-11%	-9%	?	22%[38.3 µM]
34	O=C(CSc1cccc2cccnc12)OCC(=O)c1ccc(Br)cc1	-13%	23%	12%	8%[38.3 µM]
35	Cc1ccc(N=Nc2c(O)[nH]c3ccc(F)cc23)cc1	7%[10 µM]	8%[9.22 µM]	·	·
36	CC1=C(C(=O)NCc2ccc3c(c2)OCO3)C2(CCC(C)CC2)OC1=O (centres undefined)	-10%[10 µM]	6%	-1%	0%[38.3 µM]
37	O=C(CC1Sc2ccccc2NC1=O)NNC(=O)Nc1ccc(Cl)cc1 (centres undefined)	12%[10 µM]	-14%[9.22 µM]	·	·
38	CCN(CC)C(=O)c1cc2sc3ccccc3c2s1	-15%	-14%	?	5%[38.3 µM]
39	Cc1sc2ncnc(SCC(=O)c3cccs3)c2c1C	-8%	?	?	?
40	CCC1C(=O)CC(c2ccco2)NC1c1ccco1 (centres undefined)	2%[10 µM]	8%	9%	6%
41	CCCn1c(SCC(=O)Nc2ccc(C(=O)Nc3ccccc3OC)cc2)n[nH]c1=O	-44%[inhibitor]	3%	10%[9.22 µM]	-5%
42	COCCNC(=O)C(=O)N/N=C(\C)CC(=O)Nc1ccc(Cl)cc1Cl	14%[10 µM]	-5%	-19%	0%
43	COc1ccc(N2CC(C(=O)OCC(=O)c3ccc(C)cc3)CC2=O)cc1 (centres undefined)	14%[10 µM]	4%[9.22 µM]	?	2%
44	Cc1c(N=C2NC(=O)C(CC(=O)Nc3ccc(Cl)cc3)S2)c(=O)n(-c2ccccc2)n1C (centres undefined)	9%	-11%	1%	28%[38.3 µM]

item	CBFb-RUNX1 inh	Luc counter	SMN2 splice enh
31	3%	-4%	-1%
32	3%	-1%	7%
33	?	-2%	24%
34	0%	0%	4%
35	7%	·	·
36	6%	3%	7%
37	-3%	·	·
38	5%	-1%	25%
39	1%	6%	18%
40	1%	0%	3%
41	-1%	9%	-21%
42	-10%	1%	2%[1.84 µM]
43	-12%	0%	·
44	4%	-2%	·
